Screening results (PubChem)
S1P4 antag: blocks the human S1P4 receptor | O95977 | 220,000 tested, 0.26% active | S1P4-expressing cells, antagonist mode, reporter read-out | inhibition, % at 4.98 µM | AID 1510; in the data active means inhibition above about 29%;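 further: 0% = wells stimulated with agonist and 100% = vehicle wells without agonist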
RBBP9 inhibitor: blocks human serine hydrolase RBBP9 | O75884 | recombinant RBBP9, FP-Rh probe fluorescence polarization | inhibition, % at 7.94 µM | 220,000 tested, 0.2% active;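 active means inhibition above the campaign mean of all tested compounds plus 3 SD, cut at about 14% in these data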;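 further: plate controls were DMSO wells with RBBP9 for no effect and wells lacking RBBP9 protein for full effect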
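Material: RBBP9 protein. Amount: RBBP9 at 2.5 µM in dispensed solution, before mixing. Schedule: 30 min then 45 min, 25 °C. Medium: Tris buffer pH 8.0, NaCl, Pluronic. Measured by: fluorescence polarization. Measure: percent inhibition from mP, scaled between DMSO and no-protein wells. Replication: one well per compound.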
NPY1 pot ag: human NPY-Y1 potentiation or agonism, primary screen; 220,000 tested, 0.37% active; P25929; activation, % at 3.6 µM; NPY-Y1 expressing cells, potentiator/agonist activation; in the data active means activation above about 33%, passing the limit was not always enough;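 further: cells stimulated with NPY at EC10 then isoproterenol at EC100; 0% = low agonist plus stimulus and 100% = saturating agonist plus stimulus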
Target sequence (P25929 whole entry, looked up): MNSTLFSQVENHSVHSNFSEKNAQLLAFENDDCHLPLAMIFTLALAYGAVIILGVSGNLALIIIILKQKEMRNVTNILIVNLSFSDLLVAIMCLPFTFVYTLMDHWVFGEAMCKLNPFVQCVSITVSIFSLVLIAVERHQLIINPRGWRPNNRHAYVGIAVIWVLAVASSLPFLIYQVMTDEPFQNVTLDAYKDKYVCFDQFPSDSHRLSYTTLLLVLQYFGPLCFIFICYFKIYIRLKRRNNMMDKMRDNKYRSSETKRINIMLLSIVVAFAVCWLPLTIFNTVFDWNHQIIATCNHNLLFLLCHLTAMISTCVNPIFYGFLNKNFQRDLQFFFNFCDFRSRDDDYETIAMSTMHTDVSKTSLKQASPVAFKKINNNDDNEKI
BaF3 parental: parental Ba/F3 viability inhibition as JAK2V617F counter-screen; inhibition, % at 5.6 µM; 220,000 tested, 1.1% active; CellTiter-Glo ATP luminescence;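 active means inhibition above a per-campaign cutoff, the mean inhibition of all tested compounds plus 3 SD, cut at about 27% in these data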;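 further: 0% = DMSO wells and 100% = JAK Inhibitor I control wells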
Ba/F3 V617F tox: reduce viability of Ba/F3 cells dependent on JAK2V617F | Ba/F3 EpoR-JAK2V617F viability, ATP luminescence | inhibition, % at 5.6 µM | 220,000 tested, 1.1% active | AID 1446;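 active means inhibition above the campaign mean plus 3 SD over all tested compounds, cut at about 24% in these data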;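 further: cytokine-independent growth of Ba/F3 cells driven by EpoR plus mutant JAK2; 0% = DMSO-treated cells and 100% = JAK inhibitor I control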
NPY-Y1 antag: antagonists of human neuropeptide Y receptor Y1; inhibition, % at 3.6 µM; 200,000 tested, 1% active; AID 1040; HEK293-CNG Y1 cells, membrane potential fluorescence; NPY at EC95, then isoproterenol; P25929;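 active means inhibition above the campaign mean inhibition of all tested compounds plus 3 SD, cut at about 20% in these data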;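 further: 0% = DMSO wells given NPY plus isoproterenol and 100% = isoproterenol alone without NPY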
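Material: HEK293 cells co-expressing NPY Y1 receptor and cyclic-nucleotide gated channel. Timing: compound incubation 1 h at room temperature, readout 45 min post-stimulation. Signal: fluorescence, membrane potential probe.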
NPY-Y2 PAM-ag: potentiators or agonists of human neuropeptide Y receptor Y2; P49146; cells expressing NPY-Y2, potentiator/agonist read-out; activation, % at 3.6 µM; 220,000 tested, 0.45% active; AID 1359; in the data active means activation above about 27%;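 further: cells stimulated with NPY near EC25 plus isoproterenol at EC100; 0% = vehicle plus submaximal agonist and 100% = vehicle plus saturating agonist; some results beyond the cut were filed as inactive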
Runt-CBFb FRET: inhibitors of human RUNX1 Runt domain binding to CBFb | Cerulean-Runt/Venus-CBFb FRET ratio 530/480, 1 h | AID 1496 | inhibition, % at 20 µM | 220,000 tested, 0.46% active | Q01196+Q13951;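 active means inhibition over about 50% at 20 µM in the single-dose screen, limit read from the data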;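 further: 0% = DMSO wells and 100% = excess unlabeled CBFb competitor control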
Target sequence (Q01196 whole entry, looked up, the tested form may be a part): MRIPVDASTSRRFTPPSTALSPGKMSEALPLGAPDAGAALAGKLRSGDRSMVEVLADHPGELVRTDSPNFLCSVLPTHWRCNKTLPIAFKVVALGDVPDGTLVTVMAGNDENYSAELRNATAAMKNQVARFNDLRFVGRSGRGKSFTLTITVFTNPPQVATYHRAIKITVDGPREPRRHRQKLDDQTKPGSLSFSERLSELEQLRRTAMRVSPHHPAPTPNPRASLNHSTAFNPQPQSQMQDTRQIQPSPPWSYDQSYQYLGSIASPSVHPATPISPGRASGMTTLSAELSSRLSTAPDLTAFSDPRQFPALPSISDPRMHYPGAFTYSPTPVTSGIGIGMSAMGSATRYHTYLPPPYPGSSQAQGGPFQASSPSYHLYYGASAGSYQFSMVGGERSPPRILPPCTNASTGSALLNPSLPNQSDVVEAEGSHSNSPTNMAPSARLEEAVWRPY
Target sequence (Q13951 whole entry, looked up, the tested form may be a part): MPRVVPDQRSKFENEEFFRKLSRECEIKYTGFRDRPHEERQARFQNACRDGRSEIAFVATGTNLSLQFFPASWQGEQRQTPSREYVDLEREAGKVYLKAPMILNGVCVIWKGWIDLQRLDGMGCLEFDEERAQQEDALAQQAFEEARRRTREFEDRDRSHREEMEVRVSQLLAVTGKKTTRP
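test system = Cerulean-Runt domain fusion protein, energy donor | probe or stimulus = Venus-CBFb binding partner, 100 nM | incubation = two 1 h room-temperature incubations shielded from light | detection = fluorescence energy transfer, 422 nm excitation, 530/480 nm emission | measure = loss of energy transfer signal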
S1P4 ag: human S1P4 receptor agonism; S1P4-expressing cell line, agonist reporter assay; O95977; activation, % at 4.98 µM; 220,000 tested, 0.35% active; in the data active means activation above about 11%;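 further: 0% = DMSO vehicle and 100% = reference agonist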
* = called active by the depositor; . = no result given. An unsorted share of the library; 3.6% or so of the library scored in one or more.

SMILES	S1P4 antag	RBBP9 inhibitor	NPY1 pot ag	BaF3 parental	Ba/F3 V617F tox	NPY-Y1 antag	NPY-Y2 PAM-ag	Runt-CBFb FRET	S1P4 ag
Cc1ccc(NC(=O)CSc2n[nH]c(-c3ccco3)n2)c(C)c1	-19	-4	-3	7	4	3	-9	1	0.1
O=C(O)Cc1ccc(C(=O)c2ccc(F)cc2)s1	2	6	8	5	6	4	-15	2	1.5
Cn1c2ccccc2c2nnc(SCc3nnc(-c4ccccc4)o3)nc21	-12	3	-10	8	-1	-5	7	.	0.8
O=C(O)c1cccc(NC(=S)NC(=O)c2ccc(-c3ccc(Cl)cc3)o2)c1	11	-6	0	-3	-3	4	-3	2	-2.2
COc1ccc2cc(C#N)c(Cl)nc2c1	1	-3	18	9	0	7	7	0	0.6
CCOC(=O)Nc1cc2c(cc1C(C)=O)OCO2	-20	-1	-5	1	-2	-1	2	0	0.5
COc1ccccc1CCC(=O)OCC(=O)Nc1ccc(S(N)(=O)=O)cc1	-24	-4	1	5	6	1	5	3	-1.1
Cc1[nH]c(=O)nc2c1CCC2	-16	-11	6	0	30*	2	7	1	-2.1
Fc1ccc2nc(C3CCCCN3Cc3nc(CC4CC4)no3)[nH]c2c1 (configuration not stated)	9	-13	-15	6	3	39*	-6	0	0.3
COc1ccc(C(=O)C2CCCN(S(=O)(=O)c3cccnc3)C2)c(C)c1 (configuration not stated)	-8	-9	-10	4	-1	0	-2	-1	1.7
CSc1ccc(C2c3[nH]c4ccccc4c3CCN2C(=O)c2cc(C)n(C)n2)cc1 (configuration not stated)	20	-6	-13	-1	-2	27*	-26	0	0.5
NC(=O)C(=O)NCCCN1CCOCC1	-1	-6	3	8	1	-2	-12	1	0.9
CCc1nc(CN2CCCC(C(=O)c3ccc4c5c(cccc35)CC4)C2)c(C)[nH]1 (configuration not stated)	-21	2	-24	82*	3	13	-19	1	-1.0
CC/C(C)=N/NC(=O)c1[nH]c2ccc(C)cc2c1-c1ccccc1	2	-10	-8	4	2	-2	-4	2	2.7
Cc1ccc(S(=O)(=O)CCNC(=O)Cc2ccccc2)cc1	-4	-3	-24	11	4	-1	-6	-2	-0.1
COc1ccc(-n2ncc3c(N4CCN(Cc5ccccc5)CC4)ncnc32)cc1	5	-11	-22	2	4	-4	-18	-5	-1.8
COc1ccc(C2=NC(=O)NC2c2ccc(OC)cc2)cc1 (configuration not stated)	-11	-3	6	-3	-2	.	-16	2	1.0
CCN(CC)CCN1C2=C(C(=O)CC(C)(C)C2)C(c2cccc(F)c2)C2=C1CC(C)(C)CC2=O	-8	-1	11	11	0	5	3	83*	1.1
CC(=O)Nc1c(C(=O)c2ccc(F)cc2)oc2ccccc12	11	-7	3	0	0	-1	8	-1	1.2
CCNc1ccc(C(=O)OCC(=O)N(Cc2ccccc2)C(C)(C)C)cc1[N+](=O)[O-]	-9	-5	24	6	1	5	2	-4	-0.3
CCOc1ccc(C2C(C(=O)c3ccc(C)o3)=C(O)C(=O)N2CCCN(CC)CC)cc1 (configuration not stated)	-4	-1	12	-15	-1	.	-17	0	0.9
O=C(O)c1sc2cc(C(F)(F)F)cnc2c1-c1ccccc1	-12	-13	-8	-3	-4	-2	-4	-1	-1.8
Oc1ccccc1CN1CCCN(Cc2ccccc2O)C1	-4	6	-32	9	3	20	-24	-3	1.4
COCCNc1cc(C)nc2cc(-c3ccc(C)cc3)nn12	-13	-8	8	7	2	-7	8	3	0.9
CC(=O)N/C(=C/c1ccc(OS(=O)(=O)c2ccc(C)cc2)cc1)C(=O)Nc1ccc(C(=O)O)cc1	-8	-10	-10	4	-1	.	5	-1	0.9

(continued)
SMILES	S1P4 antag	RBBP9 inhibitor	NPY1 pot ag	BaF3 parental	Ba/F3 V617F tox	NPY-Y1 antag	NPY-Y2 PAM-ag	Runt-CBFb FRET	S1P4 ag
COc1ccccc1C(=O)N/C(=C\c1ccc(Br)cc1)C(=O)NCCC(=O)O	-11	-11	16	7	-1	0	4	2	0.4
Nc1nc(-c2ccc(-n3nncc3-c3ccco3)cc2)cs1	-3	1	19	1	-4	.	17	3	0.3
C/C(=N/Nc1ccc(C)cc1)C1(C)N(O)C(C)(C)C(c2ccco2)=[N+]1[O-] (configuration not stated)	-5	0	10	7	-3	0	10	-3	2.1
CCOC(=O)c1cc(CC)sc1NC(=O)COC(=O)c1cc[n+]([O-])cc1	-4	-6	-9	7	1	5	-1	-4	0.4
O=C(OCc1ccccc1)C1=NNC2C(=O)N(Cc3ccccc3)C(=O)C12 (configuration not stated)	-21	-5	7	2	3	-3	4	-2	2.7
C=CCOc1c(CNn2cn[nH]c2=S)cccc1OC	-11	-6	-6	9	1	5	-12	3	0.9
COCCNC(=O)C1CCCN(c2ncccn2)C1 (configuration not stated)	-7	-3	0	-1	-1	6	-14	1	-5.1
Cc1cc(OC(=O)c2ccco2)c(Sc2ccccc2[N+](=O)[O-])c(=O)o1	-4	-3	13	11	1	5	-1	5	1.1
Cc1cc(=O)oc2cc(OCC(=O)OCC(=O)Nc3ccccc3F)ccc12	2	-10	6	-1	-3	-4	10	2	0.3
COc1ccc(CNc2oc(-c3ccccc3)nc2C#N)cc1	-6	-5	-8	2	-2	6	-16	-1	1.2
COc1ccc(C(=O)C(Sc2nnc(C)c(=O)[nH]2)c2ccc(OC)cc2)cc1 (configuration not stated)	-7	0	-19	-7	1	.	-9	2	-0.6
O=C(CSc1nnc(Nc2ccccc2)s1)NCc1cccs1	-13	-9	3	1	-3	4	0	3	0.5
Cc1ccccc1Nc1sc(C(=O)Nc2cccc(Cl)c2)c(N)c1C(N)=O	-10	3	7	5	-3	-2	4	0	0.6
COc1ccc(OC)c(-n2nnnc2SCC(=O)NCc2ccc3c(c2)OCO3)c1	-11	-2	10	0	0	-2	0	0	1.4
COc1ccccc1-c1c(C)nn2c(N3CCC4(CC3)OCCO4)cc(C)nc12	-9	-11	-17	9	5	6	-8	0	-2.7
C=CCn1c(SCC(=O)Nc2ccc(-c3nc4ccc(C)cc4s3)cc2)nnc1-c1ccncc1	-8	-7	16	1	-1	1	1	0	0.6
Cc1ccc(S(=O)(=O)NCCc2ccc(S(N)(=O)=O)cc2)cc1	-5	-7	5	8	3	-3	-6	3	2.6
C=CCOc1c(Br)cc(/C=N/O)cc1OCC	-20	6	8	2	-5	-1	10	-2	0.6
CC(=O)/C(N=Nc1ccc(SC(F)F)cc1)=C(\C)O	-9	-9	1	10	0	0	2	-3	0.0
Cc1ccc(C(=O)N/N=C\c2cc3c(cc2Br)OCO3)s1	-7	-8	-4	4	0	6	-1	-1	-0.2
COc1ccc(-c2cc(C(=O)OCC(=O)Nc3cc(C)on3)c3ccccc3n2)cc1OC	2	-1	0	-1	3	-4	1	4	-1.2
O=C(Nc1ccon1)c1ccccc1Cl	-21	-7	4	3	3	0	-9	2	-0.7
O=C1NC2(CCc3ccccc3C2)C(=O)N1CCOc1cccc(Cl)c1 (configuration not stated)	-8	-2	-19	1	-3	9	-40	0	0.3
c1ccc(-c2ncnc3cc4n(c23)CCC4)cc1	-14	-2	-3	1	1	2	-10	-2	1.6
O=C1C2CC(O)CN2C(=S)N1Cc1ccccc1 (configuration not stated)	-5	12	19	1	-6	.	-6	4	-1.8

The final four records of the part before lead into the next.
SMILES	S1P4 antag	RBBP9 inhibitor	NPY1 pot ag	BaF3 parental	Ba/F3 V617F tox	NPY-Y1 antag	NPY-Y2 PAM-ag	Runt-CBFb FRET	S1P4 ag
O=C(Nc1ccon1)c1ccccc1Cl	-21	-7	4	3	3	0	-9	2	-0.7
O=C1NC2(CCc3ccccc3C2)C(=O)N1CCOc1cccc(Cl)c1 (configuration not stated)	-8	-2	-19	1	-3	9	-40	0	0.3
c1ccc(-c2ncnc3cc4n(c23)CCC4)cc1	-14	-2	-3	1	1	2	-10	-2	1.6
O=C1C2CC(O)CN2C(=S)N1Cc1ccccc1 (configuration not stated)	-5	12	19	1	-6	.	-6	4	-1.8
CCOC(=O)N1CCN(S(=O)(=O)c2ccc(C(=O)Nc3nnc(C)o3)cc2)CC1	-14	-8	6	-2	-5	-2	10	1	-0.2
O=C(NCc1ccco1)c1ccc2c(=O)n(Cc3ccco3)c(SCC(=O)N3CCCC3)nc2c1	-21	-13	-2	6	9	-4	-3	10	0.8
CCOC(=O)C1CCN(Cc2ccc(OC)c(C)c2OC)CC1	-19	0	5	4	-2	4	13	-3	0.3
CN(C)C(=O)CSc1ncnc2scc(-c3ccccc3)c12	-11	4	8	-2	-2	3	9	-3	-0.3
Cn1c(=O)[nH]c(=O)c2c1nc(CN1CCOCC1)n2CCCO	-15	-7	-8	8	-1	-8	1	0	-0.8
c1cnc(SCCOc2ccc3c(c2)CCC3)nc1	-4	2	-8	3	5	2	-12	0	2.3
CCOC(=O)c1c(NC(=O)CC(C)C)sc(C(C)=O)c1C	-23	-2	-16	4	-1	12	-16	-11	-1.1
O=C(c1c(O)c2ccccc2oc1=O)C1CCCCC1	15	-8	-45	0	-2	9	-32	2	1.2
CC(OC(=O)c1ccc(S(=O)(=O)N(C)C)cc1)C(=O)Nc1ccc(Cl)cn1 (configuration not stated)	-20	4	9	-5	-6	-1	19	-1	-0.2
CC1CN(C(=O)Nc2ccc3c(c2)OCO3)CC(C)O1 (configuration not stated)	-6	-6	-20	5	-2	8	-1	6	-0.8
Cc1nn(Cc2ccc(F)cc2)c(C)c1NC(=O)c1cnn2cccnc12	8	-4	-1	4	1	4	-11	-5	0.3
O=C(N/N=C/c1ccc(-c2cccc(C(F)(F)F)c2)o1)c1cccc(F)c1	-1	-7	11	3	-1	8	-28	12	2.0
Cc1ccc(S(=O)(=O)c2nc(-c3ccccc3)oc2NCCN2CCOCC2)cc1	-38	-7	3	3	-4	-5	-4	-2	0.2
O=C(Cc1nc(=O)c2ccccc2s1)Nc1ccccc1	-54	-8	-11	5	5	5	4	-2	1.0
CCOC(=O)c1c(C)[nH]c(C(=O)C(C)Cl)c1C (configuration not stated)	-1	-7	4	2	-1	2	-13	-1	0.0
Cc1ccccc1NC(=O)Cn1cccc1	11	-3	7	4	-1	-2	-25	0	1.9
CCN1C(=O)C(CC(=O)Nc2ccc(OC)cc2)N(CCc2ccccc2)C1=S (configuration not stated)	-3	-12	22	4	1	-1	13	0	1.8
Cc1ccccc1NC(=S)NNC(=O)c1ccoc1C	-4	5	4	5	5	-2	14	-2	0.0
O=C(Cc1cccs1)NNC(=O)c1ccc(F)cc1	-2	-13	-45	12	7	-2	-3	2	-1.1
CCN(CC)CCNC(=O)c1ccc(NC(=O)c2ccc(F)cc2)cc1	-2	-4	-9	5	6	-2	7	1	0.5
O=c1n(-c2ccccc2)c(=O)n2n1CCC2	-6	6	-23	4	3	-3	-17	2	0.6

Runt-CBFb FRET, what is marked active above
| molecule | S1P4 antag | RBBP9 inhibitor | NPY1 pot ag | NPY-Y1 antag | NPY-Y2 PAM-ag | Runt-CBFb FRET | S1P4 ag |
| --- | --- | --- | --- | --- | --- | --- | --- |
| CCN(CC)CCN1C2=C(C(=O)CC(C)(C)C2)C(c2cccc(F)c2)C2=C1CC(C)(C)CC2=O | -8 | -1 | 11 | 5 | 3 | 83* | 1.1 |
